Screening results from PubChem.
LmPK inh – qHTS Assay for Inhibitors of Leishmania Mexicana Pyruvate Kinase (LmPK) | Q27686 | purified LmPK, Kinase-Glo ATP luminescence, 1 h | Potency, µM (top dose mostly 57.5 µM), inactives show at the top dose activity change, negative = inhibition, hits mostly inhibitors | actives 0.37% (n = 290,000)
Target sequence (Q27686 whole entry, looked up): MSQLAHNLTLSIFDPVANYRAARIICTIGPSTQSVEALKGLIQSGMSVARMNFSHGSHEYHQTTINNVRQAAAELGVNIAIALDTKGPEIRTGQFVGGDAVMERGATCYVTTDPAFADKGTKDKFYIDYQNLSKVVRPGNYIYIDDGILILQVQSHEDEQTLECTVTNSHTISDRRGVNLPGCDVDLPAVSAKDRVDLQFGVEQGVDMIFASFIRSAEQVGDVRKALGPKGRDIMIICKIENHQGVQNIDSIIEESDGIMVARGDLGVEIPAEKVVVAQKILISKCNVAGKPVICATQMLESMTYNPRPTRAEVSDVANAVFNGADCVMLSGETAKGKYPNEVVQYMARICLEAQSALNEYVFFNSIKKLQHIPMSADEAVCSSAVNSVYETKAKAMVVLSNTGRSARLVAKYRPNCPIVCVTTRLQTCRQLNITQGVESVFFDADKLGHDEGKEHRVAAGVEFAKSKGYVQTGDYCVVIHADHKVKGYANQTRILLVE
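Pyruvate kinase activity monitored as ATP production (luciferase luminescence). Conditions: 0.1 nM enzyme, 0.5 mM PEP, 0.1 mM ADP, 1 h, RT; normalized against uninhibited and no-enzyme wells.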
Pf growth 96h – Primary qHTS for delayed death inhibitors of the malarial parasite plastid, 96 hour incubation | AID 504834, 2011 | Potency, µM (series often up to 28.7 µM), for inactives: top-dose activity change, negative = inhibition, actives largely listed as inhibitors | actives 6.9% (n = 320,000) | P. falciparum luciferase reporter growth, 96 h
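P. falciparum expressing integrated firefly luciferase grown in erythrocytes (2% hematocrit, 0.05% parasitemia final) with compounds for 96 hours at 37 C, 5% CO2. Growth inhibition read as loss of luminescence after adding luciferase detection reagent.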
HCV inh – qHTS Assay for Inhibitors of Hepatitis C Virus (HCV) | Huh7.5.1 HCVcc-Cre infection, luciferase reporter, 44 h | Potency, µM (doses to about 41.8 µM), for inactives: at the top dose activity change, negative = inhibition, actives largely listed as inhibitors | actives 3.4% (n = 340,000) | AID 651820, 2012
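Reporter virus HCVcc-Cre (~0.5 moi) infects cells exposed to compound; seeding density 1,000 cells/well with 4 h settling beforehand. Luminescence, 15 sec read, taken 44 h post-infection following a 15 min RT substrate incubation.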
Tb PYK inh – qHTS of Trypanosoma Brucei Inhibitors; pyruvate kinase (Trypanosoma brucei), Q57TT1; TbPYK enzyme, Kinase-Glo Plus ATP luminescence, 45 min; Potency, µM (series often up to 76.8 µM), for the others: top-dose activity, negative = inhibition, hits mostly inhibitors; actives 0.12% (n = 410,000); further: nearly all actives have a fitted effect of over 50% in size
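In this concentration-response screen, enzyme-free wells defined baseline while DMSO plates tracked drift. Each reaction combined TbPYK, substrate, compound and 130 uM ADP for 45 min at room temperature. Kinase-Glo Plus luminescence gave the signal.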
Sm TGR block – qHTS Assay for the Inhibitors of Schistosoma Mansoni Peroxiredoxins; purified TGR, DTNB reduction, TNB absorbance 405 nm; Potency, µM (highest dose often 114 µM), for the others: top-dose activity change, negative = inhibition, most hits filed as inhibitors; Schistosoma mansoni thioredoxin glutathione reductase (TGR), Q962Y6; actives 3% (n = 360,000); further: nearly all actives have a fitted effect of over 60% in size
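TGR 20 nM + NADPH 100 uM (dispensed conc.), cpd preinc 15 min RT; start with NADPH (500 uM addition) then DTNB (15 mM addition). Kinetic TNB absorbance, 405 nm filter. Four-parameter Hill fit across titration.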
Pf growth 48h – Primary qHTS for delayed death inhibitors of the malarial parasite plastid, 48 hour incubation. P. falciparum luciferase growth in erythrocytes, 48 h. actives 5.9% (n = 310,000). Potency, µM (highest dose often 28.7 µM), for inactives: at the highest dose activity change, negative = inhibition, most hits filed as inhibitors
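Compounds are pin-transferred into medium, infected erythrocytes (2% hematocrit, 0.1% parasitemia final) are added, and plates sit one parasite generation at 37 C in 5% CO2. Detection reagent is then added and luminescence measured.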
* marks the source's active call; other numbers are inactive results; u = inconclusive; x = no result given; & = joins results of further samples; [ ] = dose if it differs, or a comment. The call rests on the fitted dose curve; in most records, active means well fitted curve in the direction sought with a large enough effect; inconclusive means small, poorly fitted or top-dose-only effect, or another doubt; inactive means no such curve, though single readings can be large; an effect the other way counts as inactive or inconclusive. On the % scale 0 is the no-effect control and ±100 the full control effect; potency means the concentration at half of the fitted maximal effect. This is a random part of the collection; 16% or so of the library scored in one or more.

| No. | compound | LmPK inh | Pf growth 96h | HCV inh | Tb PYK inh | Sm TGR block | Pf growth 48h |
| --- | --- | --- | --- | --- | --- | --- | --- |
| 1 | COc1ccc(S(=O)(=O)NCCc2nnc3ccc(SCC(=O)Nc4cc(C)on4)nn23)cc1 | 5% | u | 18% | 3% | -5% | u |
| 2 | COc1ccc(-c2cc(C(F)(F)F)c(C#N)c(=O)[nH]2)cc1 | 5% | 23% | u | -4% | -34% | 4% |
| 3 | C/C(=N/NC(=O)c1ccccn1)c1c[nH]c2ccccc12 | -13% | 114%[activator] | -22% | -3% | 4% | 128%[activator] |
| 4 | CCOc1ccc(CNC(=S)N/N=C\c2ccc([N+](=O)[O-])cc2)cc1 | 7% | u | 0% | -9% | 4% | 13µM* |
| 5 | COc1cnn(C(C)(C)C)c(=O)c1Cl | 4% | 1% | 4% | -10% | 10% | 28% |
| 6 | C/C(CC(=O)Nc1cccc(F)c1)=N\NC(=O)C(=O)NC1CCCCC1 | -4% | 0% | -1% | -3% | -29% | 18% |
| 7 | CCOCCCN(Cc1ccco1)C(=O)c1cc2c(=O)[nH]c3ccc(C)cc3c2s1 | 14% | -11% | u | -6%&-4% | 40µM* | x |
| 8 | Cc1c(N=Cc2cccnc2)c(=O)n(-c2ccccc2)n1C | 5% | -2% | 6% | -9% | -1% | -1% |
| 9 | COc1ccccc1NC(=O)c1ccc(N)cc1 | 10% | -16% | -12% | -3% | 9%[11.4 µM] | x |
| 10 | CCOC(=O)c1cc2sccc2n1CC(=O)Nc1ccc(OC)cc1 | 2% | u | -15% | -9% | 6% | 1% |
| 11 | COc1cc(OC)c(C2NC(=O)CCC2[N+](=O)[O-])cc1OC (centres undefined) | -3% | u | 11% | 0% | 5% | -12% |
| 12 | O=C(O)C1CC=CCC1C(=O)Nc1ccc(S(=O)(=O)N2CCCc3ccccc32)cc1 (centres undefined) | -2% | 10µM* | 13% | 0% | -28% | -1% |
| 13 | O=S1(=O)CC/C(=N\O)c2ccccc21 | 1% | -17% | 5% | 3% | -1% | -19% |
| 14 | CCc1ccc(C(=O)Nn2c(C)nc3ccccc3c2=O)cc1 | 6% | 21% | 3% | 3% | -2% | 42%[activator] |
| 15 | Fc1ccc(Nc2nc(N/N=C/c3ccco3)nc(N3CCCCC3)n2)cc1 | 1% | -23% | 11µM* | 6% | 4% | u |
| 16 | COc1cc(C(=O)Nc2c(C)cc(C)cc2C)c(-n2cnnn2)cc1OC | -6% | 13% | 16% | 2% | -12% | -14% |
| 17 | Cc1ccc2nc(-c3ccc(NC(=O)CSc4nc(N)cc(=O)[nH]4)cc3)sc2c1 | 0% | 327%[activator] | -24% | 6% | 13% | 148%[activator] |
| 18 | O=C(O)c1cc(=O)[nH]c2c(Cl)cccc12 | 2% | u | 6% | -4% | 2% | 19% |
| 19 | CCN(CC)c1ccc(/C=N/NC(=O)CN2CCCc3ccccc32)cc1 | 1% | -27% | u | 3% | 0% | -23% |
| 20 | COc1ccc(C2C([N+](=O)[O-])=C(C)N(C)C(=O)N2C)cc1OC (centres undefined) | 5% | u | 1% | -5% | -8% | -9% |
| 21 | CC(C)(C)NC(=O)NCc1cccnc1 | -3% | 0% | 6% | -4% | 0% | -1% |
| 22 | CC1CCCCN1C(=O)/C(=C\c1ccccc1)c1ccccc1 (centres undefined) | 4% | u | 3% | -17% | 0% | u |
| 23 | CCOC(=O)c1c(NC(C)=O)sc2c(OCC(O)CNC(C)(C)C)c(Br)ccc12 (centres undefined) | 4% | 16% | 4.5µM* | 4% | 0% | 68%[activator] |
| 24 | CCN(CC)CCCNC(=O)C1CCN(c2ncnc3c2sc2cccc(F)c23)CC1 | -2% | 1.9µM* | u | 7% | -5% | u |
| 25 | O=C(OCc1ccccc1)C1=[N+]([O-])OC(C(=O)OCc2ccccc2)C1c1c[nH]c2ccccc12 (centres undefined) | 5% | 9% | -12% | -6% | -33% | x |
| 26 | CCc1cc(=O)oc2c(C)c(OCC(=O)N3CCCc4ccccc43)ccc12 | 4% | x | u | 3% | -2% | 12µM* |
| 27 | O=C(O)c1ccc(CNC(=S)Nc2ccccc2)cc1 | -1% | -27% | 10% | 5% | x | 1% |
| 28 | O=C(CSc1ccc2c(c1)OCCO2)NCCN1C(=O)CSC1=O | 2% | u | 17% | -6% | -24% | 37%[activator] |
| 29 | Cc1c(NC(=O)C(C)OC(=O)[C@@H](NC(=O)c2ccccc2)C(C)C)c(=O)n(-c2ccccc2)n1C (some centres undefined) | 6% | u | 4% | -9% | -21% | 1% |
| 30 | Cc1ccccc1CN1CCCC(C(=O)Nc2ccccc2Oc2cccnc2)C1 (centres undefined) | 2% | 3% | -9% | 5% | -3% | 2.6µM* |
| 31 | O=C(c1cc(S(=O)(=O)N2CCOCC2)ccc1F)N1CCC2(CC1)OCCO2 | 1% | 313%[activator] | -19% | -11% | 1% | 1% |
| 32 | CC(C)c1nnc(SCC(=O)N2CCc3ccccc32)n1C | -6% | -2% | 2% | -5% | 1% | 18% |
| 33 | COc1ccc(OCc2nnc(SCC(=O)O)n2N)cc1 | -2% | u | 6% | 3% | -19% | 47%[activator] |
| 34 | O=C(CCc1ccccc1)NCc1ccccn1 | -1% | x | 5% | 3% | -1%[11.4 µM] | x |
| 35 | CC(=O)Nc1ccc(S(=O)(=O)N(C)CC(=O)OCC(=O)N2CC(C)OC(C)C2)cc1 (centres undefined) | x | 71%[activator] | 4% | -1% | 1% | 8% |
| 36 | O=C(CSc1nnc(CNC(=O)c2ccco2)o1)Nc1ccc(OC(F)(F)F)cc1 | -3% | 1% | 3% | -5% | -16% | 10% |
| 37 | C=CCn1c(O)c(C(C)=NCc2cccnc2)c(=O)[nH]c1=O | 1% | -2% | 13% | 6% | 0% | 21% |
| 38 | Cn1nnc2cc(C(=O)NC3CCCCC3)ccc21 | -2% | -26% | u | 0% | -4% | 18% |
| 39 | CC(C)CCNCC(=O)NC(c1ccccc1)c1ccccc1 | 1% | 14% | 9% | -8% | -5% | u |
| 40 | CC(=O)N/C(=C\c1ccccc1)C(=O)OCC(=O)N(CC(C)C)c1c(N)n(Cc2ccccc2)c(=O)[nH]c1=O | x | -9% | u | 3% | -11% | -30% |
| 41 | COC(=O)C1CCCN1C(=O)C12CC3CC(CC(C3)C1)C2 (centres undefined) | 0% | u | -2% | 2% | 6% | -18% |
| 42 | Cc1ccc(NC(=O)CNC(=O)c2ccc(Br)o2)nc1 | x | 21% | 25% | 0% | -15% | 13% |
| 43 | O=C(Cc1ccc(Cl)cc1)NNC(=S)NC(=O)c1cccs1 | 0% | 27% | -6% | -3% | 0% | 7% |
| 44 | CCOC(=O)N1CCN(C(=O)CSc2nnc(COc3ccc(Cl)cc3)o2)CC1 | -3% | -21% | 10%&-25% | -8% | -18% | -8% |
| 45 | CC(C)c1ccccc1NC(=O)COC(=O)c1cccnc1 | -7% | 13µM* | 9% | -7% | 8% | -10% |
| 46 | CC(=O)N1CCN=C1SCc1c(F)cccc1Cl | 6% | 46%[activator] | 12% | 1% | 3% | -1% |
| 47 | CCCN(CCC)C(=O)c1ccc2nc(-c3ccc(OC)c(OC)c3)c(-c3ccc(OC)c(OC)c3)nc2c1 | 11% | 17% | u | 3% | 3% | 7.4µM* |
| 48 | C=CCNC(=O)c1c(C(F)(F)F)nn(C)c1Cl | 0% | 35%[activator] | 3% | -15% | -3% | 76%[activator] |
| 49 | COc1ccc(-c2nc(N/N=C(\C)c3ccc(O)cc3)c3ccccc3n2)cc1 | 0% | -98% | 10µM* | 4% | 14% | u |
| 50 | CCOC(=O)CNC(=S)n1ncnc1N | -10% | 8% | -1% | 1% | -32% | 19% |

Going on with the list.
| No. | compound | LmPK inh | Pf growth 96h | HCV inh | Tb PYK inh | Sm TGR block | Pf growth 48h |
| --- | --- | --- | --- | --- | --- | --- | --- |
| 51 | COc1cc(CCC(=O)Nc2ncc(C)s2)cc(OC)c1OC | 1% | -3% | -22% | -7% | -12% | -10% |
| 52 | CC1Cc2nc(SCC(=O)OCc3ccccc3)n(C)c(=O)c2S1 (centres undefined) | 3% | -4% | -6% | -15% | -12% | -7% |
| 53 | COc1ccccc1S(=O)(=O)NCc1ccc(C(=O)NC(C)c2ccccn2)cc1 (centres undefined) | x | 1% | 15% | 6% | -24% | 0% |
| 54 | COc1cc(/C=C(\C#N)c2ccccn2)ccc1OCc1ccc(Cl)cc1 | 3% | 5.2µM* | u | 1% | -1% | 6.6µM* |
| 55 | CN(C)c1ccc(-c2nnc(SCC3CCCO3)n2C)cc1 (centres undefined) | -9% | -17% | -14% | 2% | 4% | 44%[activator] |
| 56 | CC(=O)NC1=NN(C(C)=O)C(C)(c2ccc(Br)cc2)S1 (centres undefined) | 2% | 2% | 1% | -2% | 1% | u |
| 57 | Cc1cc(C)n(-c2ncc3c(n2)N(CCO)CCOC3=O)n1 | 2% | u | 2% | 1% | 4% | 2% |
| 58 | Nc1c2c(nc3ccn(-c4ccccc4)c(=O)c13)CCCCC2 | -1% | 17µM* | -13% | -4% | -6% | u |
| 59 | COC(=O)c1[nH]c2cccc(Cl)c2c1NC(=O)CN1CCN(CCO)CC1 | -2% | 17% | 4% | 0% | -1% | -3% |

Reformatted with values under each structure: entries from further up.
Each structure is followed by: LmPK inh	Pf growth 96h	HCV inh	Tb PYK inh	Sm TGR block	Pf growth 48h
[45] CC(C)c1ccccc1NC(=O)COC(=O)c1cccnc1
  -7%	13µM*	9%	-7%	8%	-10%
[46] CC(=O)N1CCN=C1SCc1c(F)cccc1Cl
  6%	46%[activator]	12%	1%	3%	-1%
[47] CCCN(CCC)C(=O)c1ccc2nc(-c3ccc(OC)c(OC)c3)c(-c3ccc(OC)c(OC)c3)nc2c1
  11%	17%	u	3%	3%	7.4µM*
[48] C=CCNC(=O)c1c(C(F)(F)F)nn(C)c1Cl
  0%	35%[activator]	3%	-15%	-3%	76%[activator]
[49] COc1ccc(-c2nc(N/N=C(\C)c3ccc(O)cc3)c3ccccc3n2)cc1
  0%	-98%	10µM*	4%	14%	u
[50] CCOC(=O)CNC(=S)n1ncnc1N
  -10%	8%	-1%	1%	-32%	19%
[51] COc1cc(CCC(=O)Nc2ncc(C)s2)cc(OC)c1OC
  1%	-3%	-22%	-7%	-12%	-10%
[52] CC1Cc2nc(SCC(=O)OCc3ccccc3)n(C)c(=O)c2S1 (centres undefined)
  3%	-4%	-6%	-15%	-12%	-7%
[53] COc1ccccc1S(=O)(=O)NCc1ccc(C(=O)NC(C)c2ccccn2)cc1 (centres undefined)
  x	1%	15%	6%	-24%	0%
[54] COc1cc(/C=C(\C#N)c2ccccn2)ccc1OCc1ccc(Cl)cc1
  3%	5.2µM*	u	1%	-1%	6.6µM*
[55] CN(C)c1ccc(-c2nnc(SCC3CCCO3)n2C)cc1 (centres undefined)
  -9%	-17%	-14%	2%	4%	44%[activator]
[56] CC(=O)NC1=NN(C(C)=O)C(C)(c2ccc(Br)cc2)S1 (centres undefined)
  2%	2%	1%	-2%	1%	u
[57] Cc1cc(C)n(-c2ncc3c(n2)N(CCO)CCOC3=O)n1
  2%	u	2%	1%	4%	2%
[58] Nc1c2c(nc3ccn(-c4ccccc4)c(=O)c13)CCCCC2
  -1%	17µM*	-13%	-4%	-6%	u
[59] COC(=O)c1[nH]c2cccc(Cl)c2c1NC(=O)CN1CCN(CCO)CC1
  -2%	17%	4%	0%	-1%	-3%
